TRPM1 prom inh: reduces MITF-dependent TRPM1 promoter luciferase signal | SK-MEL-5 TRPM1 promoter luciferase, 24 h | inhibition, % at 12.5 µM | 0.83% of 330,000 active | AID 488899;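 active = mean inhibition across replicates of 60% or more, whatever share of single replicates reaches that level; inconclusive = some that reach 60%, reason not given; inactive = mean inhibition across replicates below 60%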; note: values of inactives mirror those of a sister screen read the other way
KKLEB cytotox: reduces viability of KKLEB cystic fibrosis airway cells. KKLEB CF airway cells viability, ATPlite luminescence, overnight; stronger effect = lower value; cells stimulated with P. aeruginosa culture filtrate. activity change (cytotoxicity), % at 5 µM. 0.36% of 360,000 active. AID 602141;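 active = corrected activity change at or below -50% at 5 µM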
Shn3 3UTR inh: inhibitors of Schnurri-3 3'UTR reporter in osteoblasts. Clone20 osteoblast Shn3 3'UTR firefly luciferase, 24 h. inhibition, % at 12.5 µM. 0.52% of 360,000 active. AID 588674;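 active = mean inhibition of at least 75% with every replicate also reaching 75%; inconclusive = mean inhibition at least 75% but some replicate below; inactive = mean inhibition below 75%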;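 note: 0% = median of neutral control wells and 100% = pilot-screen positive control compound; some compounds past the cut are filed as inactive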
CaV13 FRET inh: Disruptors of the CACNA1D IQ motif to Ca2+-dependent inactivation inhibitor domain association, primary screening, Förster resonance energy transfer in intact living … | HEK cells, CFP/YFP FRET ICDI-IQ, plate reader, 10 min; percent FRET-ratio fall versus neutral wells | 0.098% of 340,000 active | inhibition, % at 12.3 µM;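 active = mean replicate inhibition of at least 30% and at least 1% of replicates passing that level; inconclusive = only one of the two criteria is met; inactive = neither criterion is met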;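 note: 0% = median of the neutral control wells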
CF NFkB inh: blocks PAF-induced NF-kB reporter in cystic fibrosis cells; 0.86% of 360,000 active; KKLEB NF-kB-GFP reporter, GFP fluorescence overnight; inhibition, % at 5 µM;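 active = at least 50% inhibition at 5 µM, scaled per plate between neutral and stimulator controls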;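 note: PAF is a Pseudomonas aeruginosa culture filtrate used as stimulus; plate controls were PAF-stimulated DMSO wells for no effect and unstimulated DMSO wells for full effect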
PDI inh: inhibitors of human protein disulfide isomerase; AID 588391; PDI insulin aggregation turbidity, A650, 90 min; 0.052% of 350,000 active; P07237; inhibition, % at 10 µM;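 active = mean inhibition across replicates of 30% or more, whatever share of single replicates reach that level; inconclusive = mean inhibition below 30% while every single replicate reaches 30%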;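 note: absorbance from insulin aggregation driven by PDI reduction with DTT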
Target sequence (P07237 whole entry, looked up): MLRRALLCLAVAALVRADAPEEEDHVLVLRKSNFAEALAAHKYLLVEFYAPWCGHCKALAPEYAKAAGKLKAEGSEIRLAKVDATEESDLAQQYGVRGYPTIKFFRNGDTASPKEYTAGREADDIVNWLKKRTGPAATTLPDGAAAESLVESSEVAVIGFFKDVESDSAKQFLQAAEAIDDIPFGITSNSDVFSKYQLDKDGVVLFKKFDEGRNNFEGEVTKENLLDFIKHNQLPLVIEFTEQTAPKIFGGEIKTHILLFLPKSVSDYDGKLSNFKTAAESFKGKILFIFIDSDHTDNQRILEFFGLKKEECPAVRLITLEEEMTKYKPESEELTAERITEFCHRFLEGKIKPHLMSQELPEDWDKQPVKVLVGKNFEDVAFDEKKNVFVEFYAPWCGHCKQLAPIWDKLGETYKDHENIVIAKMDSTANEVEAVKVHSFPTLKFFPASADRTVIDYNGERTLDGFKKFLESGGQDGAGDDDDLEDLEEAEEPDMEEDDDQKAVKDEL
HIF-2a block: inhibitors of HIF-2a | 0.72% of 360,000 active | inhibition, % at 18.8 µM | 786-0 RCC cells HIF-2a reporter, luciferase luminescence, overnight;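 active = inhibition of the luminescence signal of 40% or more relative to plate controls, in a single-dose primary screen at 18.75 µM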
Vif imaging: blocks HIV Vif function | HEK293T cells, Vif self-association by quenched fluorescence, imaging, 24 h | inhibition, % at 7.49 µM | 0.35% of 340,000 active | AID 602346; in the data active = inhibition above about 50%, passing the limit was not always enough; inconclusive = no clear call, values can overlap the other calls; inactive = below about 31%; note: some results filed as inactive read as strong as hits
NR2E3 ag-1: activates human photoreceptor nuclear receptor NR2E3; Q9Y5X4; GST-NR2E3/biotin-RetCOR TR-FRET, 1536-well; inhibition of corepressor binding, % at 4.78 µM; 0.12% of 320,000 active; AID 2300;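 active = percent inhibition above the cutoff of mean plus 3 SD of all tested compounds, set per screening campaign, cut at about 20% in these data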;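 note: 0% = DMSO wells and 100% = biotin wells as full block of FRET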
Target sequence (Q9Y5X4 whole entry, looked up): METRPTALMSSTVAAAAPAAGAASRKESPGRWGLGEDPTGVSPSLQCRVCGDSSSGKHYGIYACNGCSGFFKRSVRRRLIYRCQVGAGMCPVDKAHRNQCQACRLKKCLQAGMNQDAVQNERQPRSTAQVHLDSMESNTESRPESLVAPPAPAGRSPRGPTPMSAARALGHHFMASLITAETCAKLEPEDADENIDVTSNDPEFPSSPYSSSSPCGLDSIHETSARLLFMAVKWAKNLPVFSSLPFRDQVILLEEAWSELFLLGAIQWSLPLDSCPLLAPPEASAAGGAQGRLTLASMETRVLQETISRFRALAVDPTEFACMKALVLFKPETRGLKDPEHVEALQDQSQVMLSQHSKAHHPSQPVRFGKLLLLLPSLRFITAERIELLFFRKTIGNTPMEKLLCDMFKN
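Material: NR2E3–RetCOR corepressor complex / Amount: 1.35 nM GST-NR2E3 / Medium: Tris pH 7.5 / Compound: single nominal compound dose of 4.8 µM / Incubation: 5 h at 4 °C / Technique: TR-FRET, Eu(K)-anti-GST donor, streptavidin-D2 acceptor, ex 340, em 617/671 nm / Read-out basis: percent loss of FRET ratio relative to control wells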
NR2E3 ag-2: human photoreceptor-specific nuclear receptor agonism | CHO-S Gal4-NCOR/VP16-NR2E3 two-hybrid, luciferase | inhibition of corepressor binding, % at 3.98 µM | 0.35% of 360,000 active | AID 602229;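 active = inhibition above the mean of all tested compounds plus 3 SD, cut at about 70% in these data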;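 note: 0% = DMSO with NR2E3 transfected cells and 100% = cells lacking NR2E3 construct; higher means lower luciferase signal from less NR2E3 corepressor binding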
Peg3 promoter: Peg3 promoter activity inhibition | HeLa PEG-Prom luciferase reporter, luminescence, overnight | inhibition, % at 20 µM | 1.7% of 360,000 active | AID 588405;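 active = inhibition of at least 50% at 20 µM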
* = called active by the depositor; ? = inconclusive; · = no result given.

SMILES	TRPM1 prom inh	KKLEB cytotox	Shn3 3UTR inh	CaV13 FRET inh	CF NFkB inh	PDI inh	HIF-2a block	Vif imaging	NR2E3 ag-1	NR2E3 ag-2	Peg3 promoter
CC(=O)n1c2c(c3ccccc31)OC(N)=C(C#N)C2c1cccc(Cl)c1Cl (stereo unspecified)	35	-7	12	-20	1	-4	14	1	4	9	31
Brc1ccc(OCCCN2CCOCC2)cc1	-4	-6	-28	-5	6	1	-102	-5	3	-29	-42
CCC(=O)N1CCCc2cc(S(=O)(=O)N3CCC(N4CCCCC4)CC3)ccc21	-7	8	-10	-2	-4	-13	8	-6	1	5	37
O=C(c1cc(C2CC2)nn1-c1ccccc1)N1CCN(S(=O)(=O)c2cccc(F)c2)CC1	·	2	26	-9	-8	-13	21	6	2	-6	46
O=C(NCc1ccccc1OC(F)(F)F)C1CCC(=O)N(CCc2ccccn2)C1 (stereo unspecified)	-3	12	2	-3	-3	2	3	?	2	10	2
Cc1ccc(CCC(=O)Nc2ccc(C)c(C)c2)o1	-28	5	-30	-2	-5	-8	-54	-3	4	-20	-42
Cc1ccc(-n2nnc3c(=O)n(Cc4cccc(C)c4)cnc32)cc1	7	11	0	-9	7	·	-11	-8	2	-2	-15
Cn1c(SCC(=O)NC(C)(C)C)nnc1-c1ccc(C(C)(C)C)cc1	11	13	17	-9	-5	3	1	-1	-2	-18	-8
CCN1CCN(c2nc(-c3cccnc3)nc3ccccc23)CC1	3	-5	-2	-4	-29	-2	9	1	1	-8	8
CCc1nc2c(OCc3ccc(C(F)(F)F)cc3)cccn2c1N(C)C(=O)c1ccco1	·	11	12	-4	-15	-1	-2	8	·	22	12
O=S(=O)(O)c1cnccc1Nc1cccc(C(F)(F)F)c1	2	-14	2	-2	11	1	18	-2	0	-22	9
O=C(N/N=C/c1c[nH]c2ccccc12)c1cccs1	·	-3	-62	-5	-6	3	-293	8	-3	-89	-261
COc1cc([N+](=O)[O-])ccc1NC(=O)Nc1nc2c(s1)CCCC2	-5	0	-15	-3	-10	-3	-17	·	-2	-9	-19
Cc1ccc(OCC(=O)Nc2ccc(Cl)cc2)c(-n2nc3ccccc3n2)c1	-4	-70*	30	·	70*	0	-3	-5	3	-4	48
COc1cc2c(cc1OC)C(C)N(S(=O)(=O)c1cccs1)CC2 (stereo unspecified)	6	3	6	-17	9	-2	13	3	·	7	2
CC(=O)C(=[N+]=[N-])C(=O)NCc1ccccc1	5	-1	4	·	3	2	9	9	-1	-16	6
CC1CCN(S(=O)(=O)c2cccc(C(=O)NC3CCS(=O)(=O)C3)c2)CC1 (stereo unspecified)	·	2	-1	-4	9	4	8	5	·	-23	9
COc1ccccc1C1C(C(C)=O)=C(O)C(=O)N1CCc1ccccc1 (stereo unspecified)	-2	-6	-17	-5	-11	4	2	0	2	0	-5
Cc1ccc(S(=O)(=O)NCC(=O)N(CC2CCCO2)C(C(=O)NCC2CCCO2)C(C)C)cc1 (stereo unspecified)	12	6	7	-7	-5	-2	2	18	0	2	7
O=C(Cc1ccccc1Cl)Nc1cc(S(=O)(=O)N2CCOCC2)ccc1N1CCOCC1	-6	4	-27	-2	9	3	11	-4	1	-16	11
OCCNc1ccc(Cl)cc1	4	5	-25	·	0	3	11	-6	-3	-16	4
CC1CC(=O)N(CC(=O)NCc2ccccc2)c2ccccc2S1(=O)=O (stereo unspecified)	-6	10	19	-4	-8	7	4	-4	-1	-43	8
CC1=C(C#N)C(Nc2ccc(Cl)cn2)(C(F)(F)F)C(=O)N1 (stereo unspecified)	-2	-13	1	-4	-18	-4	18	3	-2	-1	-4
Cc1ccc(/C=N/n2c(C3CCCCC3)n[nH]c2=S)cc1	3	-14	-11	-4	20	5	8	-11	2	-14	12
CNc1nc2c(N)ncnc2n1[C@H]1O[C@@H](CO)[C@H](O)[C@@H]1O	7	-17	24	-4	36	7	24	-9	3	-30	-13

Next entries
SMILES	TRPM1 prom inh	KKLEB cytotox	Shn3 3UTR inh	CaV13 FRET inh	CF NFkB inh	PDI inh	HIF-2a block	Vif imaging	NR2E3 ag-1	NR2E3 ag-2	Peg3 promoter
COc1ccc(OCC2c3cc(OC)c(OC)cc3CCN2C(=O)C(C)C)cc1 (stereo unspecified)	8	-13	-41	7	-5	-3	17	-5	·	-11	18
CN(/N=C\c1ccc(O)c(O)c1)c1nc(-c2ccccc2)cc(-c2ccccc2)n1	12	-1	92*	-18	-32	-6	-3	21	-1	6	10
CCN1C(=O)NC(c2ccc(Cl)cc2)C2=C1CCCC2=O (stereo unspecified)	-1	28	8	-20	-36	0	22	19	0	4	7
CC(NC1c2ccccc2-c2ccccc21)c1ccccc1 (stereo unspecified)	-13	1	-2	-3	-5	4	13	-2	-1	28	18
Cc1ccc(S(=O)(=O)N(C)CC(=O)OCC(=O)N2CC(=O)Nc3ccccc32)cc1	-4	8	6	1	-13	0	8	-7	-3	-39	8
CCCc1nc(-c2cc3ccc(C)cc3[nH]c2=O)no1	-36	0	-27	-5	-1	-2	-82	-1	0	-30	-75
CC1(C)c2[nH]c3ccccc3c2C[C@@H]2C(=O)N(Cc3ccco3)C(=O)N21	-7	-18	1	-6	39	8	10	-1	1	12	8
Cc1ccc(CS(=O)Cc2ccc(C(=O)N3CCN(c4ccccc4)CC3)o2)cc1 (stereo unspecified)	4	-5	-1	-7	-12	-9	9	-2	-1	7	15
NNC(=O)c1ccc2[nH]c3c(c2c1)CCCC3	-3	4	-11	-4	23	5	9	7	1	-15	-4
Cc1cccc(N2C(=O)CC(Sc3nc(C)c4c(n3)CCCC4)C2=O)c1 (stereo unspecified)	5	4	0	-2	14	0	-5	3	-3	18	5
COC(=O)CSCC(=O)Nc1nnc(-c2cccc(C)c2)s1	-8	13	-5	5	-30	0	14	5	-3	-13	-9
COc1ccc(/C=C/C(=O)N2CCN(c3ccccn3)CC2)cc1	-10	5	3	-7	11	3	-70	-9	·	-11	-39
CNC(=S)N1CCN(CCNC2=CC(=O)CC(C)(C)C2)CC1	-4	18	6	-2	-3	12	18	7	3	2	1
CN(C(=O)CC(NC(=O)c1ccccc1Cl)c1ccccc1)c1ccccc1 (stereo unspecified)	7	6	-5	-7	-20	-4	6	-4	1	-21	20
O=C(c1ccc([N+](=O)[O-])cc1[N+](=O)[O-])N1CCN(C(=O)C2CCCO2)CC1 (stereo unspecified)	31	-3	-6	-6	-6	0	-2	26	1	12	12
CC1(C(=O)NC2CCCC2)CCN1C(=O)Cc1ccc(-c2ccccc2)cc1 (stereo unspecified)	·	-2	18	-5	-18	0	5	-12	·	40	15
CC(C)(C)C(=O)CSc1nnc(-c2cccs2)n1CC1CCCO1 (stereo unspecified)	20	-21	-15	0	23	4	5	-2	2	13	-46
COc1ccccc1OC(=O)CN1C(=O)c2ccccc2C1=O	6	5	4	-7	1	1	7	3	-3	-19	11
CCCCNC(=O)CCCCCn1c(=O)[nH]c2cc(C(=O)OC)ccc2c1=O	0	0	0	-4	-3	-2	3	3	0	-3	4
Cc1c(C(=O)Nc2ccc(Br)cc2)cnn1C	-32	5	-62	-5	-8	-9	-202	1	-4	-57	-206
COCCNc1nc(SCc2ccccc2)nc2sc3c(c12)CCC3	-9	2	-5	-3	8	4	-37	13	2	-12	-14
Cc1cccc2c1OCC/C2=N\NC(=O)COc1ccccc1Cl	-92	6	-49	-10	9	-3	-367	-1	0	-44	-273
CCOC(=O)C1=C(CS(=O)(=O)c2ccccc2)NC(=O)NC1c1ccc(OC)c(OC)c1 (stereo unspecified)	4	5	5	-6	-3	-2	5	1	1	1	-3
COc1ccc(CN2C(=O)c3cccnc3C2=O)cc1S(=O)(=O)NC1CCCCC1	7	7	-17	-7	-2	-5	7	10	-1	-6	7
COc1ccc(CCNC(=O)CCC2COc3ccccc3O2)cc1OC (stereo unspecified)	6	-4	8	-9	10	-2	13	·	1	17	9

Retrieved one by one from the entries so far (2):
SMILES	TRPM1 prom inh	KKLEB cytotox	Shn3 3UTR inh	CaV13 FRET inh	CF NFkB inh	PDI inh	HIF-2a block	Vif imaging	NR2E3 ag-1	NR2E3 ag-2	Peg3 promoter
COC(=O)CSCC(=O)Nc1nnc(-c2cccc(C)c2)s1	-8	13	-5	5	-30	0	14	5	-3	-13	-9
Cc1c(C(=O)Nc2ccc(Br)cc2)cnn1C	-32	5	-62	-5	-8	-9	-202	1	-4	-57	-206

The list goes on:
SMILES	TRPM1 prom inh	KKLEB cytotox	Shn3 3UTR inh	CaV13 FRET inh	CF NFkB inh	PDI inh	HIF-2a block	Vif imaging	NR2E3 ag-1	NR2E3 ag-2	Peg3 promoter
Cc1ccc(-c2noc(=O)n2CC(=O)Nc2ccc(S(=O)(=O)NC3CC3)cc2)cc1	10	10	25	-7	11	7	10	-7	5	-22	20
Cc1ccccc1-c1nnc(Cc2ccccc2)o1	-67	4	-72	-19	-12	-2	-241	6	-1	-119	-280
Cc1ccc(NC(=O)c2c(C(F)(F)F)nn(C)c2Cl)cc1C	-12	-11	0	-6	-10	4	-16	-2	3	-3	-30
COC(=O)[C@H](Cc1c[nH]c2ccccc12)NC(=O)NCc1ccc(OC)c(OC)c1	-4	-6	-18	-2	5	1	0	-6	1	-3	-6
O=C(CN(C1CCCCC1)S(=O)(=O)c1ccc(F)cc1)NCCCO	0	8	-33	-9	6	-7	21	·	1	-40	3
O=C(c1coc2ccc(O)cc12)C1CC1	-10	24	-45	·	-24	12	-70	9	-3	-38	-24
COC(=O)c1sc(NC(=O)CSc2n[nH]c(N)n2)c(C(=O)OC)c1C	-4	7	-9	-5	-20	7	14	-10	4	-5	-17
CCn1cc(/C=N/NS(=O)(=O)c2ccc(C)cc2)c(C)n1	7	8	0	-3	-9	1	10	-2	1	21	7
CC1(C)CC(=O)C2=C(C1)N=C1SCCC(=O)N1C2c1ccc(C(F)(F)F)cc1 (stereo unspecified)	0	-10	-10	-7	-13	2	-10	-4	0	14	5
CC(C)(C)c1cc(C(=O)N/N=C/c2cc3c(cc2Br)OCO3)n[nH]1	-22	9	15	-7	5	-6	-40	2	0	-46	-10
CSCCC(NS(=O)(=O)c1ccc(C)cc1)C(=O)N1CCCCCCC1 (stereo unspecified)	-10	-4	-1	-17	-20	12	8	-2	2	-2	1
Cc1ccccc1C(=O)Nc1ccc(C(=O)N/N=C/c2ccncc2)cc1	1	2	2	13	-9	-1	1	-1	2	22	23
COc1cccc(NC(=O)c2ccc(NS(=O)(=O)c3cccs3)cc2)c1	-13	-14	-11	-5	-19	-6	-12	2	·	0	-12
Cc1cnc(C(=O)OCc2ccc(COC(=O)c3cnc(C)cn3)cc2)cn1	10	4	16	8	-16	3	9	9	-1	-8	15
Cc1[nH]n(-c2ccccc2)c(=O)c1N=Nc1ccc2c(c1)OCCO2	-69	-1	-76	-5	-2	-7	-311	8	3	-77	-291

From PubChem
